ER stress rescue = protection against thapsigargin-triggered cell killing – 384-well, CSM14.1, ATP luminescence, primary screen (AID 1222). CSM14.1 thapsigargin-induced death rescue, ATP luminescence; higher % means a stronger effect. cellular ATP content (survival), % at 20 µM, or EC50 in µM where a hit was titrated. 190,000 tested, under 10 active;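 active = EC50 below 50 µM in the dose-response confirmation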;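 note: death triggered by thapsigargin at about 15 µM added after 2 h compound pretreatment; cell ATP read after overnight thapsigargin exposure of roughly 18 to 22 hours; normalized against plate controls of thapsigargin alone and 5% DMSO vehicle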
Hep lipid drop = modulators of hepatic lipid droplet formation; AML12 mouse hepatocytes, oleate lipid droplets, BODIPY imaging; 240,000 tested, 0.4% active; inhibition, % at 6.5 µM;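 active = lipid droplet intensity inhibited by at least 50%, with more than 500 cells counted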
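Test system: AML12 mouse liver cells; schedule: overnight exposure; technique: high-content imaging of BODIPY-stained droplets and DAPI nuclei; read-out: % inhibition of corrected integrated BODIPY droplet signal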
Insulin prom up = MIN6 insulin promoter up-regulation. z-score at 5 µM. AID 1625. MIN6 insulin promoter-GFP reporter, high-content imaging; active compounds read high. 190,000 tested, 0.3% active;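 active = z-score above 3 at 5 µM with at least 500 cells counted in the well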
Dynein transport = dynein cargo transport inhibition | 3617.4 mouse cells, GR-EGFP nuclear translocation imaging; test concentration mostly 20 µM; stimulated with dexamethasone, 1 µM; active compounds read low | z-score, hits read low | 220,000 tested, 0.47% active;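 active = plate z-score of nuclear minus cytoplasmic receptor signal below a set negative limit, without overly bright fluorescence or cell loss, cut at about -3.5 in these data, passing the limit was not always enough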;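 note: z-score of nuclear minus cytoplasmic ring GR-EGFP intensity difference per well; some compounds called inactive have numbers as strong as hits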
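Medium: Induction medium lacking tetracycline, stripped serum | Probe or stimulus: 1.0 µM final dexamethasone stimulus | Schedule: 48 h induction, then 1 h compound, then 30 min agonist, 37 °C | Signal: Automated 10x imaging of fixed Hoechst-stained cells | Evaluation: Per-cell GR-EGFP intensity, nucleus versus surrounding cytoplasmic ring, well-averaged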
Salmonella PhoP GFP = PhoP-dependent GFP reporter repression – Salmonella Typhimurium, primary screen (AID 1863). S. Typhimurium PhoP-regulated promoter GFP reporter, 4 h; higher % means a stronger effect. one-dose inhibition, % at 50 µM; IC50 in µM for titrated hits. 300,000 tested, 0.16% active;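 active = inhibition over 29.93%, a cutoff 3 SD above the screen mean, later confirmed by dose response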;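 note: 0% = low Mg2+ inducing control and 100% = high Mg2+ repressing control; strong numbers were not always called active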
T cell HTS = T cell immune modulation candidate; AID 2052; 2C CD8+ T cell-vesicle binding, flow cytometry; active compounds read low; calls only at 7 µM; 330,000 tested, 0.068% active;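 active = response, share of CD8 T cells binding vesicles, and their 90th percentile fluorescence all below set limits, cut at about 80% in these data, passing the limit was not always enough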
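Benchmarks: naked versus QL9-loaded vesicles / Assay system: purified 2C TCR transgenic mouse naive CD8+ T cells / Technique: high-throughput flow cytometry with anti-B7-1 and anti-CD8 staining / Timing: Cell–vesicle co-incubation 1.5 h at 37 °C, staining 20 min on ice / Read-out: percent CD8+ FL2 mean versus row control / Probe or stimulus: QL9-loaded Drosophila micro-vesicles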
MT stabilize HCS = microtubule stabilization, imaging screen. HeLa tubulin immunostaining HCS, 24 h; share of cells brighter than vehicle mean+2SD. 200,000 tested, 0.83% active. % tubulin-high responders, % at 10 µM. AID 2205;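 active = plate Z-score above 3 for both tubulin-high and condensed-nucleus cell shares, with cell loss under 80%, at 10 µM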;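 note: anti alpha tubulin signal scored within the nucleus-defined area of each cell; some results filed as inactive read as strong as hits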
b-catenin transl = beta-catenin nuclear translocation modulation; HeLa beta-catenin nuclear translocation, immunofluorescence imaging; nuclear translocation activity, % at 5 µM; 190,000 tested, 0.3% active; AID 1665;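 active = nuclear translocation activity above 50% at 5 µM, with a well cell count of 50 or more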;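 note: per-cell ratio of nuclear to cytoplasmic median beta-catenin stain intensity; plate controls were DMSO negative control for no effect and GSK-3 inhibitor IX positive control for full effect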
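Test system: HeLa cells, endogenous beta-catenin; Compound: single 5 µM dose plus 0.02–20 µM confirmation series; Times: compound exposure 24 h at 37°C; Signal: fluorescence imaging of beta-catenin antibody stain plus DAPI; Read-out: % activation, nuclear-to-cytoplasmic median beta-catenin signal ratio per cell.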
Autophagy mod = alters autophagy in cells | AID 463193 | 190,000 tested, 0.98% active | calls only at 10 µM (by protocol) | MEF GFP-LC3 puncta imaging; test concentration mostly 10 µM;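 active = percentage of spot-positive cells more than 3 SD above its plate mean, without a fluorescence outlier flag or 80% toxicity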;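 note: spot-positive cell cutoff set from DMSO-treated cells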
Dynein transport cytoplasmic EGFP = also measured in Dynein transport; calls as there; z-score; measured here: cytoplasmic GR-EGFP intensity; active compounds read high
Dynein transport nuclear GR-EGFP = also measured in Dynein transport; calls as there; z-score; measured here: nuclear GR-EGFP intensity;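 lower value marks the stronger effect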
Dynein transport cell count = further read-out of Dynein transport, marked with its call; z-score; measured here: cell count per field
Insulin prom up cell count = also measured in Insulin prom up; calls as there; cell count; measured here: cytotoxicity, nuclei count;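 total cells summed across four imaged fields per well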
Hep lipid drop cells 6.5 µM = also measured in Hep lipid drop; calls as there; cell count; measured here: cell count, cytotoxicity flag;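 cells counted across two imaged fields per well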
b-catenin transl cell count 5 µM = second read-out of b-catenin transl, no call of its own (marks repeat the call); cell count; measured here: cell count, cytotoxicity flag
T cell HTS vesicle-bound % = recorded beside T cell HTS, whose call it bears; double positive events, %; measured here: CD8+ vesicle-bound cell fraction;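 binding gate set so that unloaded-vesicle control wells show 10% double positive cells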
MT stabilize HCS Hoechst-high % = also measured in MT stabilize HCS; calls as there; % Hoechst-high responders; measured here: nuclear condensation Hoechst responders;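 share of cells brighter than vehicle mean plus two SD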
MT stabilize HCS cytotoxicity % = recorded beside MT stabilize HCS, whose call it bears; toxicity, %; measured here: cytotoxicity by cell density;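 0% = mean cell density of plate MIN control wells and 100% = no cells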
Autophagy mod cell loss 18 h = further read-out of Autophagy mod, marked with its call; toxicity, %; measured here: cell loss, nuclei count;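 cell loss after 18 h compound exposure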
Starred values were filed as active, the others as inactive; i = inactive; x = not tested or not shown.

Structure,Insulin prom up cell count,ER stress rescue,b-catenin transl,MT stabilize HCS Hoechst-high %,b-catenin transl cell count 5 µM,Dynein transport cell count,Hep lipid drop cells 6.5 µM,Insulin prom up,T cell HTS,T cell HTS vesicle-bound %,Dynein transport cytoplasmic EGFP,MT stabilize HCS cytotoxicity %,MT stabilize HCS,Dynein transport nuclear GR-EGFP,Autophagy mod cell loss 18 h,Autophagy mod,Hep lipid drop,Dynein transport,Salmonella PhoP GFP
CCC(Sc1nc(=O)cc(N)n1-c1ccccc1)C(=O)Nc1cc(C)on1 (stereo unspecified),1222,0.8%,-3.5,2.3,1021,1.32,x,-0.05,i,17.3,-0.0698,4.9,3.5,-0.0603,6.9,i,x,-0.839,-1.6%
Cc1ccnc(N=Cc2nc(-c3ccccc3Br)oc2O)c1,1135,-0.9%,0.1,2.2,1007,-0.614,605,-0.31,i,60.4,-0.265,2.6,2.7,0.793,-1.5,i,-26.8,0.97,0.6%
O=S(=O)(Nc1ccccn1)c1ccc(Cl)cc1,1338,-1.5%,-5.6,2.1,972,-0.407,x,-0.38,i,26.0,-0.266,8.3,3.3,0.387,-1.5,i,x,-0.412,0.9%
O=C(CSc1nnc(-c2ccc(C(F)(F)F)cn2)s1)c1ccccc1,1382,x,0.8,x,1281,0.802,604,-0.84,i,19.9,-0.244,x,x,-0.421,x,x,-2.1,-0.656,-4.7%
O=C(CCCN1C(=O)CCC1=O)Nc1ccc(Cl)c(C(F)(F)F)c1,1096,x,x,1.3,x,0.404,737,-0.09,i,39.4,-0.266,0.7,3.2,-0.00537,3.6,i,4.8,-0.128,11.3%
CC1(C)NC(=O)N(CCCOc2ccccc2Br)C1=O,975,2.7%,x,1.9,x,1.53,x,-0.48,i,26.4,-0.111,4.7,3.1,-0.11,0.8,i,x,-0.246,-9.7%
Cc1ccc(S(=O)(=O)Nc2cc3c(C(=O)Nc4ccccc4)c(C)oc3c3ccccc23)cc1,1473,-1.4%,3.4,1.2,1051,0.202,618,0.22,i,16.1,-0.223,10.2,2.6,-0.37,-11.5,i,13.7,-0.541,9.5%
Cc1ccc2nc(C(=O)O)c(C(=O)O)nc2c1,783,-1.7%,-2.9,1.1,1138,-3.07,749,-0.22,i,17.5,1.57,2.7,1.8,3.71,-2.9,i,-6.5,4.23,-7.3%
COc1cc(OC)cc(C(=O)Nc2c(F)cccc2F)c1,1165,-1.8%,-0.9,1.6,1101,-0.967,749,0.2,i,45.6,-0.11,4.3,3.6,0.693,-0.7,i,6.1,0.65,4.0%
CC(C)(C)c1ccc(C(=O)NCCC(=O)N2CCN(c3ncccn3)CC2)cc1,1039,0.4%,0.0,2.4,1185,0.757,772,-0.11,i,42.9,-0.0312,3.7,0.9,-0.11,-8.0,i,-1.8,-0.727,-1.5%
CN(C(=O)COC(=O)/C=C/c1cccc([N+](=O)[O-])c1)C1CCS(=O)(=O)C1 (stereo unspecified),1443,x,-2.8,x,912,-0.0505,760,-0.04,i,21.6,-0.233,x,x,-0.284,x,x,-3.5,-0.398,-10.6%
CCCNC(=O)c1ccc(S(N)(=O)=O)cc1,1268,x,-1.2,x,1038,0.73,743,-0.04,i,42.1,-0.155,x,x,0.14,x,x,1.7,0.356,2.0%
O=C1NCCN(Cc2cccc(Oc3ccccc3)c2)C1CC(=O)N1CCCO1 (stereo unspecified),1610,3.8%,-2.8,1.9,1087,-1.93,679,-0.42,i,4.3,0.123,7.1,2.4,0.352,4.7,i,-1.2,1.37,-0.6%
O=C(O)/C=C/c1cnc2ccccc2c1,1608,-1.4%,-2.6,1.8,1087,1.01,694,0.19,i,16.3,-0.401,6.0,2.1,-0.403,0.6,i,10.2,-0.747,-18.7%
CON1C(=O)C(=O)N(OC)C2CCCCC21 (stereo unspecified),x,1.9%,x,1.8,x,-0.244,x,x,x,x,-0.164,8.6,0.3,-0.374,0.1,i,x,-0.163,-10.4%
NC(=O)c1cccc2ccccc12,1113,x,-0.8,x,1415,-0.176,676,0.31,i,33.3,-0.232,x,x,0.103,x,x,12.8,0.177,-3.8%
O=[N+]([O-])c1ccc(-n2cnc3ccccc32)c([N+](=O)[O-])c1,1156,-2.9%,0.6,2.2,1073,0.325,726,0.38,i,37.1,-0.26,4.5,5.1,-0.0306,12.6,i,-5.1,-0.279,-1.4%
Cc1cccc(N2CCN(C(=O)c3ccc4nc(N5CCCCC5)sc4c3)CC2)c1C,1007,x,0.4,x,1304,0.407,703,-1.25,i,30.8,-0.26,x,x,0.0565,x,x,0.7,-0.622,-6.2%
C/C(Nc1ccc(Cl)cc1)=C(/C#N)C(N)=O,987,-0.3%,x,1.4,x,-0.116,722,-0.22,i,41.3,0.00924,7.6,2.5,0.182,-6.4,i,-3.5,-0.0855,7.3%
CC(=O)c1cc(CN2C(=O)c3ccccc3C2=O)cs1,1043,-1.5%,-0.8,2.4,1108,-0.139,x,0.58,i,38.2,-0.287,2.2,3.8,0.262,18.7,i,x,-0.777,-6.2%
O=C(O)c1cc2ccccc2c(=O)s1,1590,1.3%,-0.2,1.7,1343,0.178,x,-0.37,i,46.4,-0.23,5.8,3.1,-0.282,-3.7,i,x,-0.214,-23.9%
COc1ccc(C(=O)NC(=S)Nc2cccc3nc(C)ccc23)cc1OC,953,x,0.6,x,1335,0.685,764,-1.12,i,14.6,-0.228,x,x,-0.483,x,x,-0.4,-0.846,-8.9%
CCOC(=O)C(CC)n1cnc2c(oc3ccccc32)c1=O (stereo unspecified),1681,1.7%,0.9,1.3,1363,0.582,x,0.07,i,14.3,-0.176,6.1,1.8,-0.253,-3.3,i,x,-0.607,0.7%
O=C(NCCOC(=O)c1ccc(C(=O)OCCNC(=O)c2ccccc2)o1)c1ccccc1,1160,-1.6%,-2.6,1.4,1003,-0.36,x,1.08,i,53.1,-0.203,2.8,1.6,0.145,-3.2,i,x,0.825,-3.8%
CCOC(=O)C1(CC2CC2)CCN(Cc2cn[nH]c2-c2cccc(F)c2)CC1,1316,-2.4%,-0.5,2.0,1163,0.512,666,-1.28,i,57.0,-0.304,7.9,2.7,-0.0586,-2.0,i,-1.7,-0.00817,-0.4%
C(=N\Nc1nc2ccccc2[nH]1)/c1ccccc1,x,0.3%,0.3,x,1593,0.527,747,x,i,44.4,-0.189,x,x,0.2,-12.4,i,16.3,-0.228,-13.2%
CCCCNC(=O)Nc1ncn[nH]1,1112,x,0.3,x,1316,0.703,697,-0.16,i,17.9,-0.283,x,x,-0.218,x,x,4.4,-0.691,-7.8%
O=C(O)Cc1cc(C(=O)Nc2ccc(Br)cc2)sc1-c1ccccc1,1083,-1.4%,x,1.8,x,0.559,673,0.5,i,56.1,-0.317,2.5,1.7,-0.456,-0.1,i,-3.1,-0.15,-6.8%
CCn1c(CNC(=O)c2cccc(C)c2)nnc1SCC(=O)NC1CCCCC1C (stereo unspecified),1544,-1.0%,-1.4,1.2,1313,0.144,x,-0.21,i,39.6,1.42,3.8,2.6,0.0864,0.2,i,x,-0.911,18.9%
Fc1ccc(-n2cc(-c3ccccc3)[n+]3c2SCC3)cc1,1443,-0.7%,-0.7,1.9,981,-0.158,656,-1.49,i,33.2,0.655,10.4,6.1,0.673,8.5,i,4.7,0.0285,5.8%
Cc1noc(C)c1C(=O)N1CCN(S(=O)(=O)c2ccc(F)cc2)CC1,1696,-0.2%,1.4,2.1,897,0.198,677,0.43,i,26.6,-0.363,3.3,3.4,-0.336,0.3,i,15.4,0.532,9.9%
CCOC(=O)c1c(C)c(C(=O)NCc2cccnc2)c(C)n1C,1514,-0.9%,-1.2,3.8,1362,-1.04,x,-0.47,x,x,-0.136,9.6,6.3,0.784,7.3,i,x,0.78,8.7%
CC1SC(c2ccc(Cl)cc2Cl)NC1=O (stereo unspecified),1157,-2.0%,-2.4,2.9,1170,-0.251,781,0.29,i,40.5,-0.201,7.5,3.8,0.491,0.9,i,9.2,1.06,-3.0%
Brc1cccc(-c2nnc3sc(CN4CCCCC4)cn23)c1,1363,-0.2%,-1.6,3.2,1004,-0.732,x,-0.27,i,34.2,-0.189,2.0,6.1,0.786,19.4,i,x,1.16,-11.2%
Cc1nc(N/N=C/c2ccccn2)sc1C,564,-10.7%,-2.3,22.4,348,0.227,462,-0.81,i,39.2,-0.298,24.4,8.9,-0.38,41.0,i,-46.5,-0.131,24.0%
